From PubChem
RGS4-Gao reg: human RGS4-Galphao interaction regulation; P09471; Multiplexed bead flow cytometry, RGS4-Galphao binding; actives lie on both sides; binding response (% of control), % at 10 µM; 0.33% of 220,000 active; in the data active = binding response below about 49% or above about 150%; inactive = in between;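 also: fluorescent Galphao activated with aluminum fluoride binding bead-coupled RGS4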
Target sequence (P09471 whole entry, looked up): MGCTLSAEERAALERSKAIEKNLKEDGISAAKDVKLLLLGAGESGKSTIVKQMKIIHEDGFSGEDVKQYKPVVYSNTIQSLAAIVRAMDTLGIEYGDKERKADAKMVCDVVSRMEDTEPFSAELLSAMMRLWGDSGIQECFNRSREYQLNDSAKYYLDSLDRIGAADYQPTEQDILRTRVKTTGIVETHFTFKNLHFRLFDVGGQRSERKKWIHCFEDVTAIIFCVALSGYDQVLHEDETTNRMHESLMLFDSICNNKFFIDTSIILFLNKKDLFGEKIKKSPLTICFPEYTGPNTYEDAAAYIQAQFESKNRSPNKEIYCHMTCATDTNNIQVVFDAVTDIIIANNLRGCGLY
ABCG2 inh: inhibitors of human ABCG2 transporter, ABCB1 counter-screen | inhibition, % at 6.6 µM | IgMXP3 cells, JC-1 efflux, flow cytometry | Q9UNQ0 | AID 1325 | 0.1% of 190,000 active;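 active = inhibition above 80%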;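 also: 0% = DMSO and 100% = nicardipine control wells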
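Test system: IgMXP3 cells (ABCG2) mixed with DDAO far-red-labelled CCRF-Adr cells (ABCB1). Reagent: JC-1 transporter substrate. Compound dosing: single test compound dose, 6.6 µM final. Times: 10 min compound exposure, 25 °C. Detection: flow cytometry of retained JC-1 fluorescence. Read-out basis: efflux inhibition in percent versus controls. Controls: nicardipine and DMSO wells.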
Bim-Bcl-XL: human Bim-Bcl-XL interaction inhibition | Q07817 | Bim peptide-Bcl-XL binding, bead flow cytometry, fluorescence | inhibition, % at 10 µM | 0.04% of 190,000 active
Target sequence (Q07817 whole entry, looked up): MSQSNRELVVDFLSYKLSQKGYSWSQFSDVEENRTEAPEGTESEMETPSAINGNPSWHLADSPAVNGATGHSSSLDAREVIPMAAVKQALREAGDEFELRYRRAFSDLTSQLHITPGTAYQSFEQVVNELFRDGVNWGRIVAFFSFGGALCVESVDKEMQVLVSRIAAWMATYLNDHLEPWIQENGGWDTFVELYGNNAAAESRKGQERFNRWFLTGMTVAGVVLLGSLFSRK
Bim-Mcl-1: disrupts Bim peptide binding to human Mcl-1; Q07820; Bead-based flow cytometry, Bim peptide-Mcl-1 binding; inhibition, % at 10 µM; 0.1% of 190,000 active; AID 1009;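 also: 0% = no compound tracer wells and 100% = peptide blocker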
Bfl-1 Bim block: disrupts Bim binding to human Bfl-1 | Bead-based flow cytometry, Bim-Bfl-1 binding inhibition | 0.12% of 190,000 active | AID 1008 | inhibition, % at 10 µM | Q16548;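 also: 0% = wells without compound plus tracer and 100% = blocker peptide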
RGS7-Gao: regulators of human RGS7-Galphao interaction | Multiplexed bead flow cytometry, RGS7-Galphao binding; actives lie on both sides | binding response (% of control), % at 10 µM | 0.35% of 220,000 active; in the data active = binding response below about 49% or above about 150%; inconclusive = no clear call, values can overlap the other calls; inactive = in between;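 also: fluorescent Galphao held in activated GDP-AlF4 state binding bead-coupled RGS7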
Bim-Bcl-B: human Bim-Bcl-B interaction inhibition; AID 951; 0.073% of 190,000 active; inhibition, % at 10 µM; bead-based flow cytometry, Bim peptide-Bcl-B binding;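 also: 0% = tracer peptide without compound and 100% = reference inhibitor peptide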
Bim-Bcl-W: inhibitors of Bim-Bcl-W interaction, human. Q92843. bead-based flow cytometry, Bim peptide-Bcl-W binding. inhibition, % at 10 µM. 0.02% of 190,000 active. AID 952;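 also: 0% = bound tracer without compound and 100% = peptide blocker; higher means less fluorescent Bim peptide bound to Bcl-W beads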
Target sequence (Q92843 whole entry, looked up): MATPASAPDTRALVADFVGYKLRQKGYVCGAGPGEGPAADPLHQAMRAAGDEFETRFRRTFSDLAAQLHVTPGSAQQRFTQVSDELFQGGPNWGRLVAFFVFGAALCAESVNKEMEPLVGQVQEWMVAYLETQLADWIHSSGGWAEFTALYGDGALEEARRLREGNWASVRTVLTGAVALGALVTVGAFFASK
ABCB1 inh: human ABCB1 inhibition, ABCG2 as counter-screen. CCRF-Adr cells, JC-1 efflux, flow cytometry. inhibition, % at 6.6 µM. 0.067% of 190,000 active. AID 1326; in the data active = inhibition above about 40%;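 also: 0% = vehicle and 100% = reference inhibitor; higher value means more JC-1 retained so stronger ABCB1 efflux block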
RGS8-Gao reg: human RGS8-Galphao interaction regulation; multiplexed bead flow cytometry, RGS8-Galphao binding; actives lie on both sides; AID 1423; 0.34% of 220,000 active; response (percent of control binding), % at 10 µM; in the data active = response below about 60% or above about 140%; inactive = in between;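 also: Galphao activated as the GDP aluminium fluoride complex binding bead-coupled RGS8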
Bim-Bcl-2: human Bim-Bcl-2 interaction inhibition | P10415 | inhibition, % at 10 µM | Bead-based flow cytometry, Bim peptide-Bcl-2 binding | AID 950 | 0.06% of 190,000 active; in the data active = inhibition above about 40%; inconclusive = no clear call, values can overlap the other calls;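 also: 0% = no compound wells with probe peptide and 100% = reference peptide inhibitor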
Target sequence (P10415 whole entry, looked up): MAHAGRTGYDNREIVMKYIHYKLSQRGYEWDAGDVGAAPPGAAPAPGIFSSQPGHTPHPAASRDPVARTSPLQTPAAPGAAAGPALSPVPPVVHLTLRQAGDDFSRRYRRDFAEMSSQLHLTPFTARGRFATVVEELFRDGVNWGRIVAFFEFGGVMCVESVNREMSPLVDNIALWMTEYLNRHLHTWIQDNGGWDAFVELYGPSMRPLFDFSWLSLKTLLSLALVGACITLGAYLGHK
Starred values were filed as active, the others as inactive; ? = inconclusive; & = joins results of further samples. Rule as the data show it, unless noted: active = inhibition above about 40%. Compounds as they come; 0.94% or so of the library scored in one or more.

Screens by letter – A = RGS4-Gao reg; B = ABCG2 inh; C = Bim-Bcl-XL; D = Bim-Mcl-1; E = Bfl-1 Bim block; F = RGS7-Gao; G = Bim-Bcl-B; H = Bim-Bcl-W; I = ABCB1 inh; J = RGS8-Gao reg; K = Bim-Bcl-2
Cn1c(N)c(C(=O)COC(=O)CSc2ccc(Cl)cc2)c(=O)n(C)c1=O
  A: 101	B: 0	C: -6	D: -8	E: -2	F: 102	G: -7	H: -4	I: -0.1	J: 98	K: -7
Cc1cc(/C=N/NC(=O)c2ccc(CN3CCOCC3)cc2)c(C)n1-c1ccccc1
  A: 101	B: 19	C: 0	D: -1	E: -11	F: 98	G: -7	H: 2	I: 0.1	J: 100	K: -5
O/N=C1\CCCc2ccc(Cl)cc21
  A: 101	B: 32	C: -3	D: 0	E: -16	F: 95	G: -7	H: 0	I: 1.5	J: 103	K: -6
CCCCn1c(NC(=O)c2ccco2)c(S(=O)(=O)c2ccc(C)cc2)c2nc3ccccc3nc21
  A: 99	B: 0	C: -3	D: 0	E: 7	F: 100	G: -16	H: 1	I: -0.3	J: 103	K: 3
Cc1ccc(NC(=O)N/C=C/c2ccc(Cl)cc2)cc1
  A: 105	B: 1	C: 2	D: 0	E: 0	F: 100	G: 1	H: 0	I: 0.3	J: 104	K: 3
O=C1c2cccc3cccc(c23)C(=O)N1CCCSc1ncn[nH]1
  A: 98	B: 2	C: 1	D: 13	E: -6	F: 109	G: 1	H: 2	I: 0.4	J: 102	K: 1
CCN(CC)CCNC(=O)C1c2ccccc2C(=O)N(CCOC)C1c1ccc(F)cc1 (stereo not drawn)
  A: 101	B: 0	C: -8	D: 0	E: -7	F: 99	G: -9	H: 0	I: -0.4	J: 102	K: -2
COC(=O)c1ccc(C(NC(=O)c2cccnc2)NC(=O)c2cccnc2)cc1
  A: 99	B: 6	C: -1	D: -1	E: -4	F: ?	G: -2	H: 0	I: 1.3	J: 100	K: 0
COC(=O)Nc1c(-c2ccccc2)nc2ccc(C)cn12
  A: 100	B: 2	C: -2	D: 0	E: -5	F: 101	G: -2	H: 0	I: 0.7	J: 104	K: -6
CCOP(=O)(OCC)C(NC(=O)Nc1ccc(Cl)cc1)C(N)=O (stereo not drawn)
  A: 103	B: 2	C: -4	D: 0	E: 0	F: 103	G: -2	H: 0	I: 1.1	J: 103	K: 0
CC(=O)N1N=C(c2ccco2)CC1c1ccc(Br)cc1 (stereo not drawn)
  A: 105	B: -3	C: -7	D: -7	E: 0	F: 104	G: -8	H: -7	I: -0.3	J: 108	K: -4
Cc1nnc(SCC(=O)N(C(C)C)C(C)C)nc1C
  A: 106	B: 6	C: -1	D: -1	E: -2	F: 108	G: 0	H: 0	I: 1.5	J: 110	K: -5
COc1ccc(N2CCN(C(=O)COc3ccc(Cl)cc3Cl)CC2)cc1
  A: 98	B: 5	C: -2	D: 0	E: -1	F: 95	G: 0	H: 2	I: 1.3	J: 98	K: 2
CCN(CC(=O)Nc1ccccc1OC)C(=O)COc1ccc2ccccc2c1
  A: 99	B: 0	C: -3	D: -2	E: 0	F: 96	G: -2	H: 1	I: 0.6	J: 99	K: -1
O=C(O)CN1C(=O)NC2NC(=O)NC21 (stereo not drawn)
  A: 107	B: -1	C: 10	D: 0	E: -12	F: 109	G: -6	H: 6	I: 0.1	J: 107	K: -2
CCC(C(=O)NC(C)(C)C)N(C(=O)Cn1nnc(-c2ccccc2F)n1)c1cccc2c1CCCC2 (stereo not drawn)
  A: 104	B: -1	C: 0	D: -2	E: -2	F: 103	G: -2	H: 0	I: 0.2	J: 100	K: -3
O=C(C/C=N\OCc1ccc(Cl)cc1Cl)Nc1ccccc1
  A: 98	B: 9	C: 0	D: 1	E: -6	F: ?	G: 0	H: 3	I: 0.5	J: 100	K: -3
c1ccc(COc2ccc(Nc3ncnc4nc[nH]c34)cc2)cc1
  A: 101	B: 6	C: -5	D: 9	E: -11	F: 100	G: -8	H: -1	I: 0.4	J: 107	K: -9
Cn1cccc1/C=N/NC(=O)c1sc2cc(Cl)ccc2c1Cl
  A: 104	B: -2	C: -14	D: -6	E: -13	F: 94	G: -13	H: -7	I: -1.1	J: 100	K: -7
COc1cc2[nH]c(=O)n(CCCCCC(=O)NCCc3c[nH]c4ccccc34)c(=O)c2cc1OC
  A: 105	B: 0	C: 0	D: 1	E: -12	F: 110	G: -6	H: 0	I: -0.2	J: 100	K: -3
CC(=O)OC1CC2(C)C(=O)CCC2C2CCc3cc(O)ccc3C12 (stereo not drawn)
  A: 101	B: 8	C: -8	D: 0	E: -10	F: 101	G: -7	H: 2	I: 1.9	J: 102	K: -6
C=CCSc1nc(Cc2ccc(Cl)cc2)nc2ccccc12
  A: 99	B: 3	C: -2	D: -1	E: -1	F: 98	G: 0	H: -2	I: 0.9	J: 96	K: -2
COc1ccc(CN(C(=O)c2ccc3c(c2)OCCO3)C(C(=O)NC2CCCCC2)c2ccc3ncccc3c2)cc1 (stereo not drawn)
  A: 103	B: 4	C: 0	D: 0	E: -1	F: 106	G: 0	H: -2	I: 8.2	J: 102	K: 0
NS(=O)(=O)c1cc2c(cc1Cl)NC=NS2(=O)=O
  A: 103	B: -1	C: -3	D: -1	E: -1	F: 98	G: -3	H: 0	I: -0.1	J: 101	K: 1
COc1ccc(S(=O)(=O)n2oc(=O)cc2-c2ccccc2)cc1
  A: 102	B: -3	C: -7	D: 0	E: -13	F: 129	G: -6	H: 0	I: -0.7	J: 104	K: -5
Cc1ccc(-n2ncc(C(=O)Nc3cc(Cl)ccc3Cl)c2C2CCNCC2)cc1
  A: 102	B: 37	C: -2	D: 5	E: -3	F: 105	G: -1	H: 0	I: 2.3	J: 100	K: 0
COc1ccc(C2NC(=O)NC(C)=C2C(C)=O)cc1 (stereo not drawn)
  A: 104	B: 2	C: -3	D: 0	E: 1	F: 103	G: -3	H: -1	I: 0.2	J: 101	K: 3
COc1ccc(-c2nc3ccccc3n2OCC(=O)O)cc1
  A: 106	B: 15	C: -5	D: -5	E: 4	F: 103	G: 2	H: -4	I: 3.2	J: 105	K: -1
COc1ccc(N2CCN(C(=O)Cn3nnc(-c4ccc(OC)c(OC)c4)n3)CC2)cc1
  A: 99	B: 26	C: -9	D: -4	E: -6	F: 99	G: -10	H: -2	I: 0.3	J: 82	K: -6
COc1ccccc1NC(=O)Cn1cc(C(=O)c2ccco2)c2ccccc21
  A: 99	B: 8	C: 0	D: 0	E: -2	F: ?	G: -1	H: 1	I: 4.7	J: 99	K: -6

Rewritten with each value named: part of the list above.
COc1ccc(N2CCN(C(=O)Cn3nnc(-c4ccc(OC)c(OC)c4)n3)CC2)cc1
  RGS4-Gao reg = 99 | ABCG2 inh = 26 | Bim-Bcl-XL = -9 | Bim-Mcl-1 = -4 | Bfl-1 Bim block = -6 | RGS7-Gao = 99 | Bim-Bcl-B = -10 | Bim-Bcl-W = -2 | ABCB1 inh = 0.3 | RGS8-Gao reg = 82 | Bim-Bcl-2 = -6

COc1ccccc1NC(=O)Cn1cc(C(=O)c2ccco2)c2ccccc21
  RGS4-Gao reg = 99 | ABCG2 inh = 8 | Bim-Bcl-XL = 0 | Bim-Mcl-1 = 0 | Bfl-1 Bim block = -2 | RGS7-Gao = ? | Bim-Bcl-B = -1 | Bim-Bcl-W = 1 | ABCB1 inh = 4.7 | RGS8-Gao reg = 99 | Bim-Bcl-2 = -6

Continuation.
Screens by letter – A = RGS4-Gao reg; B = ABCG2 inh; C = Bim-Bcl-XL; D = Bim-Mcl-1; E = Bfl-1 Bim block; F = RGS7-Gao; G = Bim-Bcl-B; H = Bim-Bcl-W; I = ABCB1 inh; J = RGS8-Gao reg; K = Bim-Bcl-2
COC(=O)C(NC(=O)C(CC(C)C)NC(=O)C1CCC(C)CC1)C(C)C (stereo not drawn)
  A: 101	B: 8	C: -7	D: -4	E: -18	F: 102	G: -9	H: -1	I: 2.4	J: 101	K: -10
CS(=O)(=O)Nc1ccccc1C(=O)NC1CC2CCC1C2 (stereo not drawn)
  A: 99	B: 4	C: 0	D: 0	E: 0	F: 103	G: 1	H: -1	I: 1.4	J: 101	K: 0
Cn1c(=O)c2c(nc(Oc3ccccc3)n2C)n(C)c1=O
  A: 101&94	B: -1	C: -9	D: -1	E: -8	F: ?	G: -6	H: 3	I: -0.5	J: 101&101	K: -8
O=C(/C(=C(\[O-])c1ccccc1)[n+]1ccc2ccccc2c1)c1ccc([N+](=O)[O-])cc1
  A: 101	B: 10	C: -5	D: -5	E: 0	F: 106	G: -4	H: -1	I: 0.8	J: 95	K: -4
Cc1c(C(=O)N/N=C/c2ccc(O)c(Br)c2)sc(N)c1C#N
  A: 95	B: -3	C: 9	D: 6	E: -1	F: 95	G: 4	H: 8	I: -0.8	J: 94	K: -1
CCOC(=O)C1=C(CP(=O)(c2ccccc2)c2ccccc2)NC(=O)NC1c1ccc(Cl)cc1 (stereo not drawn)
  A: 98	B: 0	C: -5	D: -3	E: -7	F: 100	G: -9	H: -4	I: -0.1	J: 101	K: -10
COc1ccc(C(C)=O)cc1COC(=O)c1cccnc1SC
  A: 102	B: 9	C: 0	D: 1	E: -2	F: ?	G: -3	H: 1	I: 0.6	J: 100	K: -2
Nc1c(Br)cc(Br)c(N2CCCC2=O)c1Br
  A: 84	B: 2	C: 0	D: 2	E: -2	F: 91	G: 0	H: -1	I: 0.3	J: 94	K: 4
COCCNc1nnnc2c1sc1nc(N3CCOCC3)c3c(c12)CC(C)(C)OC3
  A: 99	B: 5	C: 0	D: 2	E: -2	F: 96	G: -4	H: 0	I: 4.7	J: 100	K: 0
CCC(=O)N1c2ccccc2-c2nnc(SC)nc2OC1c1ccc(OC)c(OC)c1 (stereo not drawn)
  A: 100	B: 12	C: 0	D: 1	E: -9	F: 99	G: -2	H: 0	I: 1.1	J: 100	K: -5
CC(=O)C(=Cc1cn(-c2ccccc2)nc1-c1ccccc1)C(C)=O
  A: 97	B: 11	C: -4	D: -3	E: -9	F: ?	G: -7	H: -3	I: 0.5	J: 97	K: -8
O=C(NCc1ccccc1Cl)c1cccc(NC(=O)c2ccccc2)c1
  A: 102	B: 5	C: -6	D: 0	E: 0	F: 101	G: -5	H: 0	I: 0.8	J: 102	K: -4
Cc1ccccc1CN1C2=NCCN2c2ccccc21
  A: 101	B: 0	C: -3	D: 1	E: -13	F: 97	G: -7	H: 0	I: -0.1	J: 102	K: -9
Cc1cc(OC(=O)c2ccc(S(=O)(=O)N3CCCCC3)cc2)c([N+](=O)[O-])c(=O)[nH]1
  A: 95	B: 0	C: 1	D: 0	E: -3	F: 102	G: 0	H: 0	I: 0.1	J: 103	K: -1
CC1CCCN(C(=S)NCCc2ccccc2)C1 (stereo not drawn)
  A: 101	B: 2	C: 1	D: 4	E: 3	F: 100	G: -5	H: 3	I: 0.3	J: 103	K: 4
